# Compound activity (PubChem)
# UBC13 inh – UBC13 polyubiquitin chain formation inhibitors, primary screen, biochemical, TR-FRET, uHTS; inhibition, % at 20 µM; Ubiquitin-conjugating enzyme E2 N (Homo sapiens), P61088; actives 0.47% (n = 330,000); AID 485273, 2010; in the data active means inhibition above about 45%, passing the limit was not always enough
# SENP7 block – SENP7 protease inhibitors, primary screen, biochemical, luminescence, uHTS; recombinant SENP7, Z-RLRGG-aminoluciferin luminescence, 40 min; inhibition, % at 5 µM; Sentrin-specific protease 7 (Homo sapiens), Q9BQF6; actives 1.5% (n = 330,000);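 active means inhibition above about 50% at the single test dose, limit read from the data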;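 further: plate controls were DMSO with enzyme for no effect and no enzyme buffer wells for full effect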
# Target sequence (Q9BQF6 706-1050 limits assumed): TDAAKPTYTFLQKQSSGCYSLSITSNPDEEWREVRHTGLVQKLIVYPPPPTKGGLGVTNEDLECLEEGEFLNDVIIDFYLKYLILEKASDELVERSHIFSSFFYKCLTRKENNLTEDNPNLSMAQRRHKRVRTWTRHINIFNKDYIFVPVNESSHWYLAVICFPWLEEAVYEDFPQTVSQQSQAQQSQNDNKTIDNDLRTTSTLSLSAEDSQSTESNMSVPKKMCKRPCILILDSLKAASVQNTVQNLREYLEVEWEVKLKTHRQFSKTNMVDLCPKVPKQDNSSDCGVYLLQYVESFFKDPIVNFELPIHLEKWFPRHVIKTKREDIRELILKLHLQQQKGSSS
# SENP8 block-1 – human SENP8 protease inhibitors, primary screen, biochemical, fluorescence, Nedd8 protein substrate, uHTS | inhibition, % at 20 µM | AID 602440, 2012 | recombinant SENP8 | Sentrin-specific protease 8 (Homo sapiens), Q96LD8 | actives 0.64% (n = 360,000); in the data active means inhibition mostly above about 40%, no sharp cut-off; inactive means mostly below about 27%
# Target sequence (Q96LD8 whole entry, looked up): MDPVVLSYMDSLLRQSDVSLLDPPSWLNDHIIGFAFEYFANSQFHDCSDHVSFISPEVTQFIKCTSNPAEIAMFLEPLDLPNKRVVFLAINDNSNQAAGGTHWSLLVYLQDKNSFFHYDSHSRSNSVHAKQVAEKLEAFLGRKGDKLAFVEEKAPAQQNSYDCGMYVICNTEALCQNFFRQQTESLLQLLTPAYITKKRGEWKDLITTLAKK
# APOBEC3G inh – APOBEC3G DNA deaminase inhibitors, primary screen, biochemical, fluorescence, single-stranded DNA substrate, uHTS. DNA dC->dU-editing enzyme APOBEC-3G (Homo sapiens), Q9HC16. recombinant A3G, ssDNA deamination FAM/TAMRA fluorescence. inhibition, % at 20 µM. actives 0.28% (n = 330,000). AID 493012, 2011;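 active means inhibition of at least 40% at 20 µM, with no more than 30% in the related APOBEC3A deaminase screen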;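 further: plate controls were DMSO wells with A3G for no effect and wells lacking A3G enzyme for full effect; some compounds called inactive have numbers as strong as hits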
# Apaf-1 inh – inhibitors of human Apaf-1 apoptosome, primary screen, biochemical, DEVD-Rh110 fluorescence, uHTS | reconstituted apoptosome caspase-3 activity | inhibition, % at 20 µM | actives 0.71% (n = 330,000) | Apoptotic protease-activating factor 1 (Homo sapiens), O14727 | AID 489030, 2010; active means inhibition of at least 40% at 20 µM;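 further: plate controls were DMSO wells for no effect and DEVD-CHO caspase inhibitor wells for full effect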
#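 Assay system: Apoptosome proteins | Medium: pH 7.5 Hepes buffer with CHAPS, BSA, DTT | Also added: Cytochrome c and DEVD-Rh110 substrate | Times: 30 min plus 50 min, RT | Detection: Rhodamine 110 fluorescence at Ex 480/Em 540 nm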
# SENP6 inh – SENP6 protease inhibitors, primary screen, biochemical, luminescence, uHTS. Sentrin-specific protease 6 (Homo sapiens), Q9GZR1. Recombinant SENP6 catalytic domain, aminoluciferin luminescence. inhibition, % at 10 µM. actives 1.8% (n = 330,000). AID 2599, 2010;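 active means inhibition above about 50% at the single tested dose, limit read from the data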;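 further: plate controls were DMSO wells with enzyme for no effect and DMSO wells lacking enzyme for full effect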
# Target sequence (Q9GZR1 628-1112 limits assumed): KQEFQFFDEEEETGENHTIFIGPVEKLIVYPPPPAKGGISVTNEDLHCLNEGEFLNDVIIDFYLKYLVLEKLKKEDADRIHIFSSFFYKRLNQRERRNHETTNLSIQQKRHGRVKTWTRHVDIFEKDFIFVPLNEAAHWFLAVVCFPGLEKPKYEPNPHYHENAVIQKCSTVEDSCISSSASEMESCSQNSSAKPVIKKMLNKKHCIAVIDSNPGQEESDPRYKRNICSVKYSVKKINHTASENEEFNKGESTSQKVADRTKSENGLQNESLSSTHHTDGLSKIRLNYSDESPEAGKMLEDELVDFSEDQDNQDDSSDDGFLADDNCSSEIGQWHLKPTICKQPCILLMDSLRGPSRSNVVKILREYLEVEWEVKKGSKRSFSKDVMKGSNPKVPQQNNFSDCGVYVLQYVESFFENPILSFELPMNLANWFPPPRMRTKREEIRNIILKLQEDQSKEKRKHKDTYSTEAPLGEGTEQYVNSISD
# SENP8 block-2 – SENP8 protease inhibitors, primary screen, biochemical, luminescence | purified SENP8, Z-RLRGG-aminoluciferin cleavage | inhibition, % at 10 µM | actives 1.2% (n = 330,000) | AID 2540, 2010; in the data active means inhibition above about 50%
# SENP1 FRET inh – human SENP1 catalytic domain inhibitors, primary screen, biochemical, FRET, uHTS. Sentrin-specific protease 1 (Homo sapiens), Q9P0U3. recombinant SENP1 catalytic domain, CyPet-SUMO1-YPet FRET cleavage. inhibition, % at 10 µM. actives 0.21% (n = 360,000). AID 624204, 2012;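 active means inhibition at least 30% at 10 µM, raw YFP signal under a set limit, fluorescence ratio 0.5 to 1.5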;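 further: 0% = enzyme with DMSO and 100% = no enzyme wells; some results filed as inactive read as strong as hits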
#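 Material: hSENP1 catalytic domain, recombinant; medium: Tris pH 8 with BME, BSA, NP40 and catalase; compound: single concentration of 10 µM compound, 0.5% DMSO final; technique: FRET read of cyan and yellow fluorescence; timing: 50 min enzyme reaction, room temperature, light-protected; reagent: SFCypet-SUMO1-SFYpet substrate at 25 nM; control set: no-enzyme low, enzyme-DMSO high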
# Active calls of the source: *; i = inactive; . = not tested or not shown.
SMILES,UBC13 inh,SENP7 block,SENP8 block-1,APOBEC3G inh,Apaf-1 inh,SENP6 inh,SENP8 block-2,SENP1 FRET inh
CN(CC(=O)Nc1cccc(F)c1)C(=O)c1cc(S(=O)(=O)N2CCN(c3ccccc3)CC2)ccc1Cl,-7,-4,18,-3,5,-21,-1,2
CN(C(=O)c1ccc(Oc2ccc([N+](=O)[O-])cc2)cc1)C1CCCCC1,6,0,18,-6,11,-3,7,-1
CC(=O)Nc1cccc(-c2nc3ccccc3s2)c1,-9,34,-58,-8,19,47,22,-2
COc1ccc(C2=NOC(Cn3nc(-c4ccccc4)cc3C(=O)NCc3cccc(C(F)(F)F)c3)C2)cc1 (stereo not drawn),-14,-13,16,-5,2,-16,-13,0
CCN(CC(=O)Nc1ccc(OC)cc1)C(=O)CSCC(=O)Nc1cc(C)on1,8,-3,13,-4,11,3,0,1
NC(=O)[C@H]1CC2(CC(c3cccc(NC(=O)[C@H]4CCC(=O)N4)c3)=NO2)CN1C(=O)c1ccccc1C(=O)c1ccccc1 (stereo partly drawn),-5,3,6,-2,-1,-21,3,-1
CCN(CC)S(=O)(=O)c1ccc(/C=C/C(=O)Nc2ccc(F)cc2F)cc1,-22,-10,12,-3,7,-2,-4,4
CC(C)N1CC2(c3ccccc3)CN(C(C)C)CC(c3ccccc3)(C1)C2=O,7,3,23,-3,2,5,2,2
O=C(NC1CCCCCC1)c1cc(S(=O)(=O)N2CCOCC2)ccc1F,3,5,18,-1,-4,1,-6,1
CSc1ccc(S(=O)(=O)NCCOc2ccccc2C)cc1,1,-5,15,-5,12,-6,5,1
Cc1c(O)nc2sc3ccccc3n2c1=O,8,4,.,-9,-15,-8,4,.
Cc1cc(C)c(NC(=O)CSc2ccc(-c3cccnc3)nn2)c(C)c1,-6,5,15,-1,-7,-10,-5,1
N#CCCN(C(=O)COC(=O)C1=NNC(=O)CC1)c1ccccc1,-2,7,9,-4,-3,-12,-5,0
Cc1cccc(NC(=O)N2CCCC2C(=O)Nc2ccccc2)c1 (stereo not drawn),3,4,3,-8,-20,10,8,1
NS(=O)(=O)c1ccc(N2N=C(c3ccccc3)CC2c2cccc(Cl)c2)cc1 (stereo not drawn),.,9,-374,4,20,.,.,-52
Oc1cc(Cc2ccccc2)cnc1CN1CCCCC1,-5,4,6,0,13,-6,-6,-2
O=C1CN(C(=O)COc2ccc(Br)cc2)c2ccccc2N1,-4,4,12,-1,6,-7,-4,-1
CCN(CC)CCNC(=O)Cn1cnc2sc(C)c(S(=O)(=O)N3CCC(C)CC3)c2c1=O,2,-9,9,-4,8,-1,-6,0
OCCNCc1cccc(OCc2ccc(Cl)cc2)c1,12,2,9,0,14,4,-3,0
O=[N+]([O-])c1cc([N+](=O)[O-])c(Oc2cncc(Cl)c2)cc1NC1CCCCCCC1,-12,2,32,-9,11,-19,-4,3
Cc1ccc2nc(SCCCCOc3ccccc3)[nH]c2c1,2,-1,20,-2,7,-7,-10,-1
O=C(CN(Cc1ccco1)C(=O)CNS(=O)(=O)c1ccc(Cl)cc1)NCc1ccco1,4,-6,6,-8,-2,-11,-2,1
Cc1ccc(OCC(=O)NC(=S)Nc2ccc(Br)cn2)cc1C,-11,-4,9,-10,12,-1,-8,2
O=C(Nc1nnc(-c2ccco2)o1)c1cccc(N2C(=O)CCC2=O)c1,-6,-6,11,-2,-8,-3,-4,0
O=C1[C@@H]2[C@H](C(=O)N1n1cnnc1)[C@H]1C=C[C@@H]2C1,-2,5,30,0,-5,5,-8,0
CC1CN(c2cc(-c3ccccc3)c3ccccc3n2)CC(C)O1 (stereo not drawn),24,1,i,-1,24,-12,-1,1
Cc1cc(C)nc(NC(=O)C(c2ccccc2)c2ccccc2)n1,3,-3,14,-4,-18,5,-2,-3
CCC(C)C(NC(=O)C1CCC(=O)N1C(=O)OCc1ccccc1)C(=O)NC(C(=O)N1CCCC1C(N)=O)C(C)CC (stereo not drawn),-1,-7,5,-9,-10,-14,-1,-1
O=C(Nc1ccccc1)OC1CCCCc2cccnc21 (stereo not drawn),1,-2,16,-7,-5,1,26,1
Oc1cc2c(cc1C(c1ccc(Br)cc1)N1CCCC1)OCO2 (stereo not drawn),5,-2,21,-3,7,3,2,0
CCCCN(C)C(=O)C1CCN(Cc2cccnc2)CC1,-2,3,9,10,4,3,-10,2
CCCCn1c(N)c(N(CCOC)C(=O)CCCc2nc3ccccc3s2)c(=O)[nH]c1=O,-4,5,-12,-6,1,-16,-12,-6
CC(=O)Nc1cc(C(C)(C)C)c(O)c(C(C)(C)C)c1,2,7,3,-5,-6,-5,0,1
COC(=O)CC(N)c1ccc(OC)c2ccccc12 (stereo not drawn),2,-1,8,-1,-3,0,-9,1
COc1cc(C(=O)NCCOC(=O)c2cccc(N(C)C)c2)cc(OC)c1OC,5,-6,-294,-12,-4,4,-4,0
Cc1cc(S(=O)(=O)NCc2cccs2)ccc1-n1cnnn1,-3,-1,15,-6,9,-7,-3,-1
CC1=C(C(=O)NC(C)c2ccccc2)C2(CCC(C)CC2)OC1=O (stereo not drawn),0,2,9,2,0,-2,-6,0
CCOC(=O)c1c(-c2ccc(C)cc2)csc1NC(=O)CCN1CC(C)OC(C)C1 (stereo not drawn),17,1,5,-4,26,-6,-3,1
O=[N+]([O-])c1ccc(N2CCN(c3ccc(F)cc3)CC2)nc1,-1,-4,34,-11,1,-26,-2,0
COc1ccc(C(CC(=O)O)NS(=O)(=O)c2ccc3c(c2)N(C(C)=O)CC(C)O3)cc1 (stereo not drawn),3,15,-2,-3,32,3,-15,0
O=C(Nc1ccc(F)cc1)c1ccc2ncsc2c1,4,35,-14,-3,4,31,16,-7
CC(=O)Nc1ccc(NS(=O)(=O)c2ccc(-c3csc(C)n3)s2)cc1,2,6,34,-7,-13,-32,0,2
O=C(CSc1nc2ccccc2n1CC(=O)N1CCCC1)Nc1nccs1,12,7,3,-3,-4,-16,1,-1
CN(CCOc1ccccc1)C(=O)C1CCN(C(=O)c2ccc(F)cc2)CC1,0,8,8,-1,10,0,0,0
O=C(Nc1cc(-c2ccccc2)[nH]n1)c1ccccc1,7,62*,1,2,2,80*,59*,-2
C/C(=N\NC(=S)NC1CCCCC1)c1c(F)cccc1F,1,-3,3,-5,17,-11,-5,2
C/C(=N/NS(C)(=O)=O)c1ccc2ccccc2c1,-7,-9,7,-4,6,-12,-13,0
COC(=O)C1=C(C(=O)OC)[C@@H]2N(Cc3ccccc3)c3ccccc3[C@@]23C[C@@H](C(=O)OC)N(C(=O)c2ccc(Br)cc2)C3=N1,-26,2,2,-3,-3,-7,3,5

# Given as labelled records: 3 of the compounds above.
O=C(CSc1nc2ccccc2n1CC(=O)N1CCCC1)Nc1nccs1
  UBC13 inh = 12 | SENP7 block = 7 | SENP8 block-1 = 3 | APOBEC3G inh = -3 | Apaf-1 inh = -4 | SENP6 inh = -16 | SENP8 block-2 = 1 | SENP1 FRET inh = -1

CN(CCOc1ccccc1)C(=O)C1CCN(C(=O)c2ccc(F)cc2)CC1
  UBC13 inh = 0 | SENP7 block = 8 | SENP8 block-1 = 8 | APOBEC3G inh = -1 | Apaf-1 inh = 10 | SENP6 inh = 0 | SENP8 block-2 = 0 | SENP1 FRET inh = 0

O=C(Nc1cc(-c2ccccc2)[nH]n1)c1ccccc1
  UBC13 inh = 7 | SENP7 block = 62* | SENP8 block-1 = 1 | APOBEC3G inh = 2 | Apaf-1 inh = 2 | SENP6 inh = 80* | SENP8 block-2 = 59* | SENP1 FRET inh = -2

# New compounds follow:
SMILES,UBC13 inh,SENP7 block,SENP8 block-1,APOBEC3G inh,Apaf-1 inh,SENP6 inh,SENP8 block-2,SENP1 FRET inh
CCOc1ccc(NC(=S)NCCCN2CCN(c3ccc(OC)cc3)CC2)cc1,-2,-12,17,-7,0,-13,-8,-1
COc1cccc(-n2c(CN3CCN(c4ccccn4)CC3)nc3ccc([N+](=O)[O-])cc3c2=O)c1,-10,12,8,-7,-15,-17,0,1
CSc1nc2nccc(-c3ccc(Oc4ccccc4)cc3)n2n1,11,-5,i,-4,25,-24,-10,0
Nc1cc(S(=O)(=O)Nc2ccc(Cl)cc2)ccc1N1CCOCC1,-1,2,27,46*,-9,-10,-4,2
COc1ccccc1C(=O)NCC(=O)NCCCN1CCOCC1,-2,-11,12,-10,-2,2,-13,1
O=C(Cc1csc(NC(=O)Nc2ccc(Cl)cc2)n1)NCc1cccnc1,1,-5,8,-8,15,-10,-18,-1
Cc1ccc(C)c2[nH]c(=O)c(C(c3nnnn3CCc3ccccc3)N3CCOCC3)cc12 (stereo not drawn),-4,-9,-138,-3,18,-27,-6,13
COCCNC(=O)CN(C(=O)CCC(=O)Nc1ccccn1)c1ccc(C)cc1C,0,0,7,-1,-4,6,8,2
CCCOc1cccc(C2C(C(=O)c3ccco3)=C(O)C(=O)N2CCCn2ccnc2)c1 (stereo not drawn),-47,9,-7,9,16,-11,4,-3
CNC(=O)c1sc(Nc2ccc(OCc3ccccc3)cc2)nc1C,7,-5,-123,-2,20,-32,-8,0
COc1cccc(N(C(=O)c2snc(C(N)=O)c2N)C(C(=O)NCc2ccccc2)c2ccc(O)cc2)c1 (stereo not drawn),25,-6,-284,-9,8,-25,0,-31
O=C(Nc1ccc(Oc2c(F)c(F)c(F)c(F)c2F)cc1)OC1CCN2Cc3ccccc3N=C12 (stereo not drawn),-10,-8,20,5,9,-4,-13,-1
CCOc1cc(CNn2cnnc2SCC(=O)NC(C)(C)C)ccc1OCC(=O)NC(C)(C)C,7,9,12,-10,-6,7,-5,-2
CN(C)S(=O)(=O)N1CCN(CC(=O)Nc2ccc(Br)cc2)CC1,-8,-1,9,-3,6,13,9,1
CCOc1ccc(NC(=O)c2ccco2)c([N+](=O)[O-])c1,-2,12,19,-1,3,13,-7,5
CN(C)S(=O)(=O)c1cc(NC(=O)COC(=O)Cc2ccc(Br)cc2)ccc1Cl,5,5,16,2,15,16,-7,4
CCc1ccc2c(c1)C1(SC(NC(C)=O)=NN1C(C)=O)C(=O)N2CC (stereo not drawn),-10,-15,8,-7,8,9,-8,2
CCc1ccc(N(CC(=O)NCc2ccc(OC)cc2)C(=O)CCC(=O)Nc2ccccn2)cc1,-2,0,11,-4,20,-7,5,3
O=C1CCCC2=C1C(c1ccc(O)c(O)c1)Nc1ccc3ncccc3c12 (stereo not drawn),-10,0,-108,13,4,-12,4,-5
O=C(CCN1c2ccccc2Sc2ccccc21)Nc1ccccc1,-3,-2,-20,0,26,-3,-1,-1
Cc1ccc(CS(=O)Cc2ccc(C(=O)N3CCN(C4CCCCC4)CC3)o2)cc1 (stereo not drawn),-7,4,12,1,7,-2,9,3
COc1ccc(NC(=O)c2cc(C)cc(C)c2)cc1[N+](=O)[O-],1,-4,15,-2,7,-9,-6,-1
Cc1ccc(CCNC(=O)CCn2ccc3cc(S(=O)(=O)N4CCCC4)ccc32)cc1,2,7,13,-6,-3,8,4,-2
CCc1ccc(NC(=O)c2cccnc2)cc1,-20,1,-125,-5,3,-3,-14,-16
COc1ccc(C(=O)n2nc(-c3ccco3)nc2SC)cc1OC,9,4,23,-1,9,-5,-1,0
